NadD block = blocks S. aureus nicotinate mononucleotide adenylyltransferase | purified NadD enzyme, colorimetric absorbance read-out | inhibition, % at 20 µM | actives 0.78% (n = 360,000) | AID 602399; in the data active = inhibition above about 26%; note: some compounds past the cut are filed as inactive
Rin1-Abl PPI inh = inhibitors of human Rin1-Abl protein interaction | inhibition, % at 7.35 µM | actives 0.4% (n = 360,000) | P00519+Q13671 | TR-FRET Rin1/Abl binding, biochemical; in the data active = inhibition above about 5%, passing the limit was not always enough
Rpn11 inh = Rpn11 (human) deubiquitinase inhibition. O00487. human 26S proteasome, Ub4-pepOG fluorescence polarization; 20S core pre-blocked with epoxomicin. calls only at 20 µM. actives 0.59% (n = 360,000). AID 588493;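 active = inhibition at 20 µM, scaled to each plate's controls, above about 33%, limit read from the data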
LMPTP block = LMPTP (human) inhibition; actives 0.22% (n = 360,000); inhibition, % at 20 µM; recombinant LMPTP-A, OMFP fluorogenic substrate, fluorescence intensity;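 active = compounds that cut the enzyme signal by at least half of the control window in the single-dose screen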;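 note: plate controls were DMSO wells with enzyme plus substrate for no effect and substrate without enzyme for full effect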
Target sequence (P24666 whole entry, looked up): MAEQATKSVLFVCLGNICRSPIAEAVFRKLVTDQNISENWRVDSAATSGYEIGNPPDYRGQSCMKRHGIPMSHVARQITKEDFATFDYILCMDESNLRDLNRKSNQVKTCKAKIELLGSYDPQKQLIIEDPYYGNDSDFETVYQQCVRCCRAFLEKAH
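Test system: LMPTP-A phosphatase enzyme. Amount: LMPTP-A at 0.625 nM final in the reaction. Reagent: OMFP substrate, 400 µM final. Times: 50 min at room temperature. Signal: endpoint fluorescence intensity from OMFP dephosphorylation. Read-out basis: % inhibition. Benchmarks: no-enzyme and uninhibited controls.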
CSN deneddyl inh = blocks human CSN-mediated cullin deneddylation; Q92905; actives 0.38% (n = 360,000); inhibition, % at 12.5 µM; AID 651999; Purified CSN, SCF-Nedd8-OG deneddylation, fluorescence polarization;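 active = pattern-corrected inhibition above about 35%, with an unprinted fluorescence ratio check between 0.5 and 1.5, limit read from the data, passing the limit was not always enough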;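 note: 0% = enzyme with substrate and 100% = substrate without enzyme; some results filed as inactive read as strong as hits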
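Assay system: purified human Csn5 enzyme expressed in HEK293T cells; measure: % inhibition; also added: SCFSkp2-Nedd8OG substrate at 10 nM final; technique: fluorescence polarization; times: reaction 90 min, room temperature; medium: Tris buffer pH 7.5, NaCl, DTT, Tween-20, trehalose, ovalbumin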
Scp1 inh = inhibitors of human Scp-1 phosphatase. Q9GZU7. Recombinant Scp1, phosphopeptide, malachite green phosphate absorbance. inhibition, % at 20 µM. actives 0.88% (n = 340,000). AID 493091;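 active = inhibition above about 50% at 20 µM, limit read from the data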;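 note: plate controls were DMSO wells with enzyme for no effect and wells lacking enzyme for full effect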
Target sequence (Q9GZU7 76-261 limits assumed): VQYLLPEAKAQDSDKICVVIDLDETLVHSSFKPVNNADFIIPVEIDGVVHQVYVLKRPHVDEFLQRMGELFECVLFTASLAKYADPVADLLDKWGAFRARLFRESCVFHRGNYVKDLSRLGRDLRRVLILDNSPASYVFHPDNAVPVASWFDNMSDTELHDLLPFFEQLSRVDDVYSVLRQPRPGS
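assay system = SCP-1 phosphatase catalytic domain, residues 76-261 | buffer or medium = 50 mM Tris acetate pH 5.5, 0.005% Tween-20, 10 mM MgCl2 | incubation = enzyme reaction 45 min at room temperature, colour 5 min, stabilisation 30 min | signal = Phosphate-binding colour reagent, absorbance read at 630 nm | measure = % inhibition at 20 µM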
DNMT1 block = inhibitors of human DNMT1; P26358; DNMT1 molecular beacon, Hinp1I cleavage, fluorescence; inhibition (reported as % activation of signal), % at 10 µM; actives 0.83% (n = 360,000); AID 588458; in the data active = inhibition above about 50%
SUMO1 PPI mod = alters human SUMO1 binding to SIM partners. P63165. SUMO1 binding to a labelled peptide, TR-FRET, 1 h. inhibition, % at 20 µM. actives 0.33% (n = 360,000). AID 602429; in the data active = inhibition above about 37%
STEP block = STEP (human) phosphatase inhibition; actives 0.25% (n = 360,000); P54829; inhibition, % at 20 µM; recombinant STEP, OMFP fluorogenic substrate, fluorescence;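 active = inhibition at 20 µM, scaled per plate between control wells, above about 37%, limit read from the data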;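 note: 0% = DMSO with enzyme and substrate and 100% = substrate only without enzyme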
Target sequence (P54829 whole entry, looked up): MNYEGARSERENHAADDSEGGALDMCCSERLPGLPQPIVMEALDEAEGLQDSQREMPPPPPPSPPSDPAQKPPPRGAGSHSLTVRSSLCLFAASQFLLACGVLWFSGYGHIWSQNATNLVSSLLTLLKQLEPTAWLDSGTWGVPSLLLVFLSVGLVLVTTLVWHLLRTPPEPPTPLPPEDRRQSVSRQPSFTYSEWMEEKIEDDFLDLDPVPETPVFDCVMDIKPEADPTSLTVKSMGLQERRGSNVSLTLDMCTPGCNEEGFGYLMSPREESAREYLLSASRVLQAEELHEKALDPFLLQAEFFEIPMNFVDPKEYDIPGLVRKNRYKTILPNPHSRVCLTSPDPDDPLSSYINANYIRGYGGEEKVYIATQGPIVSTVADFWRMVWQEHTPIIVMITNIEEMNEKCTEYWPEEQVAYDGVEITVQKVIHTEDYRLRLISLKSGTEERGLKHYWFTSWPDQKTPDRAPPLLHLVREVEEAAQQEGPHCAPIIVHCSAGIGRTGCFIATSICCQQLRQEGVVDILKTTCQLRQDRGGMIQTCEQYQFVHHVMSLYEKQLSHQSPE
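Test system: STEP tyrosine phosphatase / Reagent: OMFP at 25 µM / Doses: 20 µM, 1% DMSO / Read-out: percent inhibition scaled to no-enzyme and uninhibited-enzyme controls, plate-pattern corrected / Detection: FITC-channel fluorescence of OMFP product / Medium: Bis-Tris buffer pH 6.0, 2.5 mM DTT, 0.005% Tween 20 / Schedule: 20 min at room temperature, dark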
Neddylation inh = blocks human cullin neddylation. P61081+Q13564. actives 0.58% (n = 360,000). TR-FRET cullin neddylation, biochemical. calls only at 25 µM. AID 651699; in the data active = inhibition above about 36%
Starred values were filed as active, the others as inactive; i = inactive; . = no result given; + = active, no number. Hits appear at their usual frequency. Share with any hit: about 3.8%.

entry	Compound	SUMO1 PPI mod	DNMT1 block	LMPTP block	Rin1-Abl PPI inh	NadD block
1	O=C(CN1CCN(Cc2cccc(C(F)(F)F)c2)CC1)NCC(=O)Nc1ccc(F)c(F)c1F	4	6	-0.1	8	0
2	Cc1ccc(SCCNS(=O)(=O)c2ccc3c(c2)OCCO3)cc1	-6	5	1.6	2	-9
3	COc1cc2c(cc1NC(=O)COC(=O)/C=C/c1ccc([N+](=O)[O-])cc1)oc1ccccc12	-5	2	0.2	-2	14
4	CCOc1cccc(-c2nnc(SCC(=O)NC3CC3)n2C)c1	11	1	-1.6	0	-1
5	CS(=O)(=O)Nc1nnc(C2CCCC2)s1	2	5	-1.9	0	-2
6	O=C(CSc1nc2ccccc2c(=O)[nH]1)N1CCN(c2ccccc2F)CC1	11	2	-0.7	4	-6
7	CC1(C(=O)Nc2cccc(NS(C)(=O)=O)c2)Cc2c(-c3cccc(C(N)=O)c3)ccnc2O1 (stereo not drawn)	4	5	-2.7	1	-4
8	COCCN(C(=O)COC(=O)c1c(C)nn(-c2ccccc2)c1C)c1c(N)n(Cc2ccccc2)c(=O)[nH]c1=O	0	0	0.2	2	0
9	O=C(O)c1cc(Nc2nc(N3CCOCC3)nc(N3CCOCC3)n2)ccc1Cl	3	0	-1.4	-1	-4
10	CCOC(=O)C1=C(c2ccccc2)OC(N)=C(C#N)C1c1cccs1 (stereo not drawn)	-8	-2	0.9	-3	-3

entry	CSN deneddyl inh	STEP block	Neddylation inh	Scp1 inh	Rpn11 inh
1	-1	4	i	-4	i
2	1	-2	i	-7	i
3	0	-1	i	-1	i
4	-1	3	i	-9	i
5	-4	-3	i	-6	i
6	-2	3	i	-3	i
7	2	-4	i	.	i
8	-1	0	i	.	i
9	-1	4	i	0	i
10	-6	2	i	-4	i

Quoted at random: two compounds from above, in no set order.
entry	Compound	SUMO1 PPI mod	DNMT1 block	LMPTP block	Rin1-Abl PPI inh	NadD block
4	CCOc1cccc(-c2nnc(SCC(=O)NC3CC3)n2C)c1	11	1	-1.6	0	-1
2	Cc1ccc(SCCNS(=O)(=O)c2ccc3c(c2)OCCO3)cc1	-6	5	1.6	2	-9

entry	CSN deneddyl inh	STEP block	Neddylation inh	Scp1 inh	Rpn11 inh
4	-1	3	i	-9	i
2	1	-2	i	-7	i

Carrying on.
entry	Compound	SUMO1 PPI mod	DNMT1 block	LMPTP block	Rin1-Abl PPI inh	NadD block
11	CN(C)c1cccc(NC(=O)NC2(C)CCS(=O)(=O)C2)c1 (stereo not drawn)	4	-1	0.3	0	-9
12	Cc1ccc(NC(=O)CN(C)C(=O)c2ccc(Cl)nc2)cc1	-1	2	0.3	0	-5
13	CSc1nsc(/C=C/Nc2ccc(C)cc2)c1C#N	-1	-16	1.8	4	14
14	O=c1ccc2cc(O)c(O)cc2o1	-11	7	-0.1	-3	-2
15	CNC(=S)N/N=C/c1c(C)c(C(=O)c2ccc(F)cc2)n2ccccc12	-10	-2	0.1	1	0
16	CC1=C(C(=O)OC(C)C)C(c2cccs2)NC(=S)N1 (stereo not drawn)	4	-17	-1.1	0	7
17	COCCCNc1nc2c(-c3ccc(C)cc3)nnn2c2ccccc12	-57	26	-0.6	2	0
18	O=S1(=O)CC(N2CCSCC2)CN1Cc1cn(Cc2ccc(C(F)(F)F)cc2)nn1 (stereo not drawn)	-3	.	1.2	.	1
19	O=C(O)c1ccccc1/C=N/NC(=O)C1CCCC1	10	1	0.6	0	-6
20	COc1ccc2nc(NC(=O)CSCc3c(C)noc3C)sc2c1	3	3	0.5	0	-1

entry	CSN deneddyl inh	STEP block	Neddylation inh	Scp1 inh	Rpn11 inh
11	-1	-1	i	-6	i
12	2	0	i	4	i
13	17	1	i	-15	.
14	-1	-2	.	-9	i
15	0	2	i	-12	i
16	-2	0	i	-8	i
17	-4	-3	i	8	i
18	-2	.	i	.	.
19	-1	-3	i	-1	i
20	6	2	i	-10	i

Next results follow:
entry	Compound	SUMO1 PPI mod	DNMT1 block	LMPTP block	Rin1-Abl PPI inh	NadD block
21	COc1ccc(Cn2c(=S)[nH]c3cc(C(=O)NCc4cccnc4)ccc3c2=O)cc1	5	5	-1.0	-2	7
22	CCCc1[nH]nc2c1C(c1ccc(OC(=O)N3CCOCC3)cc1)C(C#N)=C(N)O2 (stereo not drawn)	-3	-7	0.7	3	6
23	CC(C)(CNS(=O)(=O)c1ccc(Br)s1)N1CCOCC1	2	-2	-0.6	3	-1
24	O=C(N/C=C/c1ccco1)OCc1ccccc1	0	-5	1.7	-2	11
25	Cc1c(C(=O)NCc2cccc([N+](=O)[O-])c2)sc(=O)n1Cc1ccc(F)cc1	-17	-28	-0.4	-2	2
26	CCCCC(=O)N(Cc1ccc2c(c1)OCO2)Cc1nc2ccccc2c(=O)[nH]1	8	0	-0.5	-1	1
27	Cc1ccc(S(=O)(=O)N2CCCC2C(=O)OCc2ccco2)cc1 (stereo not drawn)	11	28	-0.3	1	14
28	O=C(NCCOc1ccccc1)N1[C@H]2CC[C@@H]1C=C(c1ccc(F)cc1OCc1ccccc1)C2	6	1	10.0	-3	6
29	COC(=O)[C@H](Cc1ccccc1)NC(=O)Nc1ccc(C)cc1	3	10	-0.2	0	-3
30	Cc1c(O)nc2ccccn2c1=O	0	-2	-1.0	-1	-1

entry	CSN deneddyl inh	STEP block	Neddylation inh	Scp1 inh	Rpn11 inh
21	-3	3	i	-9	i
22	1	-1	i	-2	i
23	-2	1	i	3	i
24	3	2	i	4	+
25	-7	-1	i	.	i
26	0	0	i	-4	i
27	8	2	i	77*	i
28	4	3	i	.	i
29	-5	1	i	-3	i
30	2	-4	i	-28	i

Next results.
entry	Compound	SUMO1 PPI mod	DNMT1 block	LMPTP block	Rin1-Abl PPI inh	NadD block
31	CCNC(=S)NNC(=O)Cc1ccccc1	-4	4	-2.4	1	1
32	COc1ccc(Cl)cc1NC(=O)c1cc(S(=O)(=O)N2CCCC2)cn1C	6	2	0.3	0	-4
33	COc1ccc(N2CC(C(=O)Nc3nc4ccc(OC)cc4s3)CC2=O)cc1 (stereo not drawn)	6	-7	0.4	-1	-1
34	COCCCNC(=S)N1CCN(c2ccc([N+](=O)[O-])cc2)CC1	-25	2	0.4	-3	-3
35	OCc1c[nH]c2ccccc12	-3	-44	-0.1	0	14
36	Cc1cccc(C)c1NC(=O)CN(C)C(=O)C1CCCCC1	3	-3	-0.7	2	-9
37	COc1ccc(Cl)cc1NC(=S)NNC(=O)CC(C)C	-1	1	-1.8	6	-6
38	COCC(C)NC(=O)c1cccc(Cl)c1 (stereo not drawn)	-5	1	-0.2	-2	-2
39	CCOC(=O)c1ccccc1NS(=O)(=O)c1ccc(C)cc1	2	-1	1.1	1	-5
40	Cc1sc2ncnc(NCc3ccccc3)c2c1C	1	-4	0.8	2	-2

entry	CSN deneddyl inh	STEP block	Neddylation inh	Scp1 inh	Rpn11 inh
31	-5	-2	i	13	i
32	-1	-2	i	13	i
33	0	1	i	-3	i
34	-6	2	i	-8	i
35	2	1	i	13	i
36	2	2	i	4	i
37	11	-2	i	-8	i
38	-2	-4	i	-10	i
39	1	1	i	-3	i
40	1	-3	i	1	i

In the list so far, these contain a thiophene ring, fused or not.
entry	Compound	SUMO1 PPI mod	DNMT1 block	LMPTP block	Rin1-Abl PPI inh	NadD block
10	CCOC(=O)C1=C(c2ccccc2)OC(N)=C(C#N)C1c1cccs1 (stereo not drawn)	-8	-2	0.9	-3	-3
16	CC1=C(C(=O)OC(C)C)C(c2cccs2)NC(=S)N1 (stereo not drawn)	4	-17	-1.1	0	7
23	CC(C)(CNS(=O)(=O)c1ccc(Br)s1)N1CCOCC1	2	-2	-0.6	3	-1
40	Cc1sc2ncnc(NCc3ccccc3)c2c1C	1	-4	0.8	2	-2

entry	CSN deneddyl inh	STEP block	Neddylation inh	Scp1 inh	Rpn11 inh
10	-6	2	i	-4	i
16	-2	0	i	-8	i
23	-2	1	i	3	i
40	1	-3	i	1	i

(listing goes on)
entry	Compound	SUMO1 PPI mod	DNMT1 block	LMPTP block	Rin1-Abl PPI inh	NadD block
41	CC(C)Cn1c(SC(C)C(=O)NCC2CCCO2)nc2ccc(Cl)cc2c1=O (stereo not drawn)	-5	-1	-0.1	0	-9
42	Cc1ccc(NC(=O)C2c3ccccc3Oc3ccccc32)nc1	-1	1	1.5	3	-3
43	Cc1cc(N(CC(=O)O)S(C)(=O)=O)ccc1Br	1	2	-3.0	5	-4
44	CCCCn1c(SCC(=O)Nc2cc(C)on2)nnc1-c1ccco1	-1	3	-0.9	-1	-5
45	CC(=O)N1CCN(S(=O)(=O)c2cccc(C(=O)NCCc3ccc(Cl)cc3)c2)CC1	-1	-2	0.1	1	11
46	COc1ccccc1N1C(=O)c2ccc(C(=O)Nc3ccc(F)cc3)cc2C1=O	-27	-3	0.2	2	-9
47	CC1=NN(C(=O)COc2ccc(C)c(C)c2)C(O)(c2ccccc2)C1 (stereo not drawn)	1	1	-1.6	1	3
48	C/C(CC(=O)Nc1ccccn1)=N\NC(=O)c1cccc(C)c1	2	-3	0.1	4	-2
49	O=C(c1cccc(F)c1)N1CCN=C1SCc1cccnc1	1	-3	-1.8	3	-1
50	CC(C)(C)c1ccc(/C=N/NC(=S)NCc2ccccc2)cc1	0	4	2.0	-1	3

entry	CSN deneddyl inh	STEP block	Neddylation inh	Scp1 inh	Rpn11 inh
41	-3	0	i	-5	i
42	-1	0	i	-4	i
43	3	0	i	1	i
44	-2	3	i	-5	i
45	1	0	i	0	i
46	-1	2	i	-14	i
47	-15	0	i	-5	i
48	-7	0	i	0	i
49	-2	-6	i	-3	i
50	4	0	i	2	i
